Bioassay records from PubChem BioAssay.
Wnt act – activators of Wnt/beta-catenin signaling; activation, % at 9.35 µM; AID 743398; actives 1.2% (n = 300,000); Wnt/beta-catenin reporter cell assay, activator, plate reader; in the data active = activation above about 30%, passing the limit was not always enough; inconclusive = no clear call, values can overlap the other calls;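 note: 0% = neutral control wells and 100% = positive control wells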
RTF Ca sens act – increases calcium sensitivity of human cardiac regulated thin filaments; P19429+P45379; activation, % at 7.2 µM; actives 0.24% (n = 340,000); AID 493008; IANBD-labeled TnC RTF fluorescence at EC20 calcium; 0% EC20 calcium, 100% full calcium;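 active = activation above the mean over all tested compounds plus 3 SD, cut at about 30% in these data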;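 note: rise in fluorescence read as greater calcium sensitivity of cardiac thin filaments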
Tat export inh – inhibitors of E. coli Tat protein transport; AID 488895; actives 0.036% (n = 340,000); inhibition, % at 10 µM; E. coli MC4100 TorA-mCherry Tat export, fluorescence;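 active = mean replicate inhibition at least 50% and at least half of replicates individually reaching 50%; inconclusive = only one of the two criteria met; inactive = neither criterion met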;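 note: exported cargo escapes ClpAP degradation while cytoplasmic cargo is degraded and loses fluorescence; 0% = median of neutral control wells and 100% = median of NaSCN control wells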
CAL PDZ FP-1 – CAL PDZ (human) peptide binding inhibition; purified CAL PDZ, TMR-peptide fluorescence polarization, 1 h; inhibition, % at 24.9 µM; actives 0.92% (n = 300,000); AID 602252;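 active = mean inhibition of at least 30% with at least half of replicates also reaching 30%; inconclusive = no clear call, values can overlap the other calls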;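 note: 0% = DMSO neutral control and 100% = excess unlabeled competitor peptide PRC23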
MITF TRPM1 HTS – increases MITF-driven TRPM1 promoter luciferase signal; SK-MEL-5 TRPM1-promoter luciferase, 24 h; % of positive control, neutral wells = 0; activation, % at 12.5 µM; actives 0.75% (n = 300,000);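 active = mean activation of at least 80% with every replicate also reaching 80%; inconclusive = mean reaches 80% but some replicate falls short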;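 note: 0% = neutral control wells and 100% = parthenolide positive control wells; values of inactives mirror those of a sister screen read the other way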
CDK5 inh – CDK5/p35 (human) kinase inhibition. Q00535+Q15078. Recombinant CDK5/p35, ADP-Glo luminescence, 60 min. inhibition, % at 10 µM. actives 0.01% (n = 330,000). AID 488839;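 active = highest replicate inhibition of at least 50% and at least 75% of replicates reaching 50%; inconclusive = only one of the two criteria met; inactive = both criteria failed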;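 note: plate controls were DMSO neutral control for no effect and GW8510 at 10 µM for full effect; many of its hits are not listed in these tables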
Target sequence (Q00535 whole entry, looked up): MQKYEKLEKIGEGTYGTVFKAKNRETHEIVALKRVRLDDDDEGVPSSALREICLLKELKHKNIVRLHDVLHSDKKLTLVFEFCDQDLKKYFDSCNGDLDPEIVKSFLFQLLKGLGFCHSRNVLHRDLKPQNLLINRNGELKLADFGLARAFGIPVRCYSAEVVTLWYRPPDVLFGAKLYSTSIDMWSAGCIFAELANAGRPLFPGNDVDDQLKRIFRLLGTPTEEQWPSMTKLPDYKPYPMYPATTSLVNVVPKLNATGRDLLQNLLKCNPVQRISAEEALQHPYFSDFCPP
Target sequence (Q15078 whole entry, looked up): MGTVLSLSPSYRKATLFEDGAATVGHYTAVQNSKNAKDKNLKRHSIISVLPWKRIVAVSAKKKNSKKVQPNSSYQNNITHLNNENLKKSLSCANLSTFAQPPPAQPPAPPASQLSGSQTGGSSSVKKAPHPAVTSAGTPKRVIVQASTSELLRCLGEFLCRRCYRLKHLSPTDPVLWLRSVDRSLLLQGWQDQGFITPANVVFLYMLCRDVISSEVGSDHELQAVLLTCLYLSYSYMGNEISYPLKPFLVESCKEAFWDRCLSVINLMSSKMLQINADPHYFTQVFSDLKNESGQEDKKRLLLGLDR
dFosB activator – activators of mouse delta FosB homodimer. purified delta FosB, TAMRA-CDK5 oligo fluorescence polarization; percent of positive-control signal above neutral wells. activation, % at 25 µM. actives 0.99% (n = 340,000). AID 493131;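 active = mean activation above about 17%, with every replicate also reaching it, limit read from the data, passing the limit was not always enough; inconclusive = only one of the two conditions met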;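 note: fluorescence polarization rise as delta FosB binds a TAMRA Cdk5 AP-1 oligo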
Target sequence (P13346 whole entry, looked up): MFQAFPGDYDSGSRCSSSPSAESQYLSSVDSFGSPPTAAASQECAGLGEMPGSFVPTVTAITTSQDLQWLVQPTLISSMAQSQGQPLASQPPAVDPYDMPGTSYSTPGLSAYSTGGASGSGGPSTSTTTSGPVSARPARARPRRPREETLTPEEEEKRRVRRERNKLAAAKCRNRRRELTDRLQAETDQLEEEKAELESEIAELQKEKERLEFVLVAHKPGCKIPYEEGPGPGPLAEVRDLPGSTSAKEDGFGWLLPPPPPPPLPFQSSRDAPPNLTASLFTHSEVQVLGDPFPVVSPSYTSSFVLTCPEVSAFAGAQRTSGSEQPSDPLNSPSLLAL
V-ATPase pHluor – alters yeast V-ATPase proton transport; S. cerevisiae, pHLuorin cytosolic pH fluorescence; response, % at 10 µM; actives 0.37% (n = 350,000); in the data active = response mostly above about 7.3%, no sharp cut-off; inactive = mostly below about 5.4%; note: actives read high; inactives centre near 0; some compounds called inactive have numbers as strong as hits; reference of the scale not given here
CAL PDZ FP-2 – blocks peptide binding to human CAL PDZ domain; purified CAL PDZ, TMR-peptide fluorescence polarization, 1 h; inhibition, % at 20 µM; actives 0.02% (n = 330,000); AID 504414;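 active = highest replicate inhibition of at least 40%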;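 note: plate controls were DMSO neutral control wells for no effect and unlabeled competitor peptide control wells for full effect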
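material = purified tagged CAL PDZ domain construct (CerCALP) | compound dosing = 20 µM, one dose | times = 1 h at RT | measured by = fluorescence polarization from S- and P-plane intensities, G-factor corrected | read-out = inhibition from polarization loss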
Rtt109 HAT inh – C. albicans Rtt109 histone acetyltransferase inhibition | Q5AAJ8 | purified Rtt109/Vps75, ThioGlo CoA-SH fluorescence, 4 h | inhibition, % at 34.9 µM | actives 0.16% (n = 330,000);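 active = inhibition of at least 50% in every replicate; inconclusive = best replicate reaches 50% inhibition but some replicates fall short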
* marks the source's active call; other numbers are inactive results; ? = inconclusive; . = not tested or not shown.

SMILES	Wnt act	RTF Ca sens act	Tat export inh	CAL PDZ FP-1	MITF TRPM1 HTS	CDK5 inh	dFosB activator	V-ATPase pHluor	CAL PDZ FP-2	Rtt109 HAT inh
NS(=O)(=O)c1ccc(CCNC(=O)CN2CCCCC2)cc1	2	2	1	2	-6	1.1	-9	-6	-0.5	1
CC(=O)OCC#CCSc1nc2ccccc2n1C	1	2	5	-4	-10	-1.6	1	0	-2.0	0
CCCC(=O)Nc1nc(C)c(C(C)=O)s1	0	3	-3	.	7	1.4	-8	0	-0.6	-4
CC1CC(=Cc2ccc([N+](=O)[O-])cc2)C(=O)O1 (stereo unspecified)	3	-6	3	.	-12	-1.1	7	-6	0.4	2
CP(=O)(COC(=O)c1ccccc1)COC(=O)c1ccccc1	.	-2	-4	2	-11	-1.8	1	-1	1.3	-4
CC(=O)Nc1ccc(NC(=O)CSc2nnc(-c3cc(C)[nH]n3)n2N)cc1	-1	-2	-7	4	7	0.4	5	-2	-0.7	-5
O=C(O)c1cccc(NC(=O)c2ccc3c(c2)C(=O)N(C2CCCCC2)C3=O)c1	4	0	-8	12	27	1.0	-2	2	-1.1	7
CC(=O)c1c(C)[nH]c(C(=O)OCC(=O)Nc2c(C)cccc2C)c1C	-4	0	3	4	.	0.6	3	-4	0.1	13
O=c1c(Cc2c(F)cccc2Cl)c(O)ccn1CCc1c[nH]c2ccccc12	0	4	2	-3	3	-1.4	-13	1	-2.5	6
COc1ccc(-c2cc(C)nc3nc(N)nn23)cc1	-3	-7	2	0	0	1.3	-4	0	0.2	-8
CCOC(=O)c1nn(-c2ccccc2Cl)c(=O)cc1OCC(=O)Nc1cccc(OC)c1	-1	1	1	-4	-6	2.8	7	-2	-2.5	33
Cc1ccc(C(=O)Nc2ccc(C(F)(F)F)n(C)c2=O)cc1	54*	1	2	1	23	0.9	0	3	-1.1	2
NC(=O)CC(NC(=O)Cc1ccc(Cl)cc1)c1ccc(N2CCC(Cc3ccccc3)CC2)c([N+](=O)[O-])c1 (stereo unspecified)	-4	-15	-17	-2	-2	1.9	-6	0	-1.7	-5
CC(NC(=O)COc1ccc(Oc2ccccc2)cc1)C(=O)O (stereo unspecified)	3	-4	1	-1	-14	-0.5	4	-2	-2.6	0
CC1CCCCC12NC(=O)N(CC(=O)Nc1ccccc1F)C2=O (stereo unspecified)	5	-2	-4	-4	12	0.9	1	-7	-2.2	3
CC(C)(C)OC(=O)N1CCC(CC2CC(c3cccc(Br)c3)=NO2)(C(=O)O)CC1 (stereo unspecified)	2	2	4	-3	-7	-1.8	-7	3	-0.6	3
O=C(CN1CCCSc2ccccc21)N1CCN(S(=O)(=O)c2cccc(F)c2)CC1	-2	-3	7	-1	-9	-0.6	-10	0	-0.4	9
COc1ccccc1N(C)S(=O)(=O)c1ccc(Cl)c(C(=O)N2CCC(C(N)=O)CC2)c1	-1	-2	1	-3	10	-2.4	0	0	0.0	-2
COc1ccc(N2C(=O)CCC(C(=O)N3CCCCC3)C2c2ccc(OC)c(OC)c2)cc1 (stereo unspecified)	.	6	-1	13	.	1.1	-6	-4	.	6
Cc1nc2sc(C(c3cccc(F)c3)N3CCOCC3)c(O)n2n1 (stereo unspecified)	.	3	2	-5	-2	0.5	0	-10	-1.1	4
Cc1cccc(C(=O)O/N=C/c2ccc(Br)cc2)c1	3	0	7	.	34	-0.4	-7	-1	0.3	1
O=C(CSc1n[nH]c(-c2ccncc2)n1)Nc1ccc(Cl)c(Cl)c1	-2	-7	6	.	-1	-0.3	-4	-6	-2.0	?
CS(=O)(=O)N1CCc2cc(-c3csc(NC(=O)C(c4ccccc4)c4ccccc4)n3)ccc21	.	-1	1	-2	6	0.8	6	0	-2.6	.
Cc1ccnc(N2C(=O)c3ccccc3C2=O)c1	-2	3	-7	-2	-8	-0.5	4	-1	-0.8	-1
CCCCN1CC(=O)N2[C@H]3c4ccccc4OC[C@@H]3[C@H](C(=O)OCC)[C@]2(C)C1=O	-2	-3	9	-2	6	1.0	8	2	0.0	0
O=C(NCc1ccc(F)cc1)c1c(O)c2cccc3c2n(c1=O)CCC3	.	0	-1	0	10	-1.6	7	3	-2.3	-2
COc1ccc(NC(=O)CN2CCC(NC(=O)C3CCCCC3)CC2)cc1	.	0	-3	.	-4	-4.5	-3	2	-1.0	-9
O=C(CN1C(=O)NC2(CCCCC2)C1=O)Nc1ccccc1N1CCCC1	-1	-5	-2	-1	1	1.6	0	1	-1.1	-1
CCn1c(C(=O)O)c(CC(=O)Nc2ccccc2OC)c2ccccc21	2	6	-3	-3	.	-0.9	4	-1	0.4	2
CC(=O)Oc1ccc(/C=C2\C=C(c3ccc(C)cc3)OC2=O)cc1	3	4	6	.	-11	0.2	2	0	-0.3	4
O=C1C2ON(c3ccccc3)C(c3cccnc3)C2C(=O)N1c1ccc(Cl)c(Cl)c1 (stereo unspecified)	.	-1	-15	-1	4	-1.2	-7	2	-0.9	4
O=C(N/N=C/c1ccoc1)c1ccccc1Br	0	3	0	39*	2	0.3	4	8	9.6	-1
Cc1ccnc(N2C(=O)CSC2c2ccc(Cl)cc2)c1 (stereo unspecified)	-1	8	1	-1	17	2.7	-1	1	-0.8	-7
O=C(O)CCC(=O)N1CCc2cc(S(=O)(=O)N(CCc3ccccc3)Cc3ccccc3)ccc21	.	1	-2	-2	4	4.4	-11	4	-2.2	.
CCC(CO)NCc1cc(OC)c(OCC(=O)NCCc2ccccc2)cc1Br (stereo unspecified)	-6	-5	-6	-5	-6	0.6	-7	5	2.1	-14
N#C/C(=C\c1c(N2CCCCC2)nc2ccccn2c1=O)C(=O)NC1CCS(=O)(=O)C1 (stereo unspecified)	-1	0	-6	0	-7	-0.2	-8	2	0.0	0
C=C(C)COc1ccc(-c2[nH]ncc2-c2ccccc2)c(O)c1	.	-4	7	-4	-5	0.3	-9	1	.	-19
C/C(=N\N1CCN(c2ccc(Cl)cc2)CC1)c1ccco1	5	9	-6	-3	-2	-1.9	1	-8	-2.4	-9
Cc1ccc(C)c(OCCC(=O)NNC(=O)c2ccccc2F)c1	-1	-7	0	.	-7	-0.2	-1	0	-0.3	0
COc1ccc(/C=N/NC(=S)Nc2ccccc2)cc1COc1cccc(C)c1C	-4	-2	12	-10	1	-7.4	-6	-2	-0.7	0
CCn1c(NCc2ccccc2Cl)nc2ccccc21	.	5	1	-3	28	-1.9	4	-2	-2.7	0
CCOC(=O)c1c(C)[nH]c(C)c1C(=O)CSc1nnc(-c2ccco2)n1Cc1ccccc1	.	2	6	-4	-2	1.8	-14	2	-0.4	19
CCC(C)(C)NC(=O)C(c1ccc(C)cc1)N(Cc1ccco1)C(=O)Cn1nnc2ccccc21 (stereo unspecified)	.	-8	-9	-4	16	-1.3	-5	-63	-2.0	-14
C/C=C/C(=O)OCC(=O)Nc1cccc(S(=O)(=O)NC2=NCCCCC2)c1	-1	3	-8	-3	-2	1.2	0	2	-0.3	1
Cn1c(=O)c2[nH]c(C=Cc3ccc4c(c3)OCO4)nc2n(C)c1=O	-1	0	9	-1	0	0.8	-7	3	-0.2	1
CC(=O)OCc1c(COC(C)=O)[n+](=O)c2ccccc2n1[O-]	3	-2	-10	0	-3	0.2	-1	-3	-0.9	-2
C=CCn1c2ccccc2c(=O)c2cc(C#Cc3ccccn3)ccc21	26	-5	0	-2	124*	-0.1	-20	3	-6.4	-1
CCC1CCCCN1C(=O)CCCc1ccccc1 (stereo unspecified)	2	-3	-12	-1	69	-1.1	-3	1	.	-6
CCOC(=O)C1=C(C)N=c2s/c(=C\c3ccc(OC(C)=O)cc3)c(=O)n2C1/C=C/c1ccccc1 (stereo unspecified)	16	2	2	-2	3	-0.3	-13	-7	-2.3	1
O=C(NCCc1ccccc1)C(=O)NCC1OCCN1S(=O)(=O)c1ccccc1 (stereo unspecified)	0	5	-4	1	-5	-1.2	0	4	-0.3	-7

Rewritten with values ahead of the structure: entries from further up.
Wnt act,RTF Ca sens act,Tat export inh,CAL PDZ FP-1,MITF TRPM1 HTS,CDK5 inh,dFosB activator,V-ATPase pHluor,CAL PDZ FP-2,Rtt109 HAT inh,canonical_smiles
-2,3,-7,-2,-8,-0.5,4,-1,-0.8,-1,Cc1ccnc(N2C(=O)c3ccccc3C2=O)c1
-2,-3,9,-2,6,1.0,8,2,0.0,0,CCCCN1CC(=O)N2[C@H]3c4ccccc4OC[C@@H]3[C@H](C(=O)OCC)[C@]2(C)C1=O

Continuation.
SMILES	Wnt act	RTF Ca sens act	Tat export inh	CAL PDZ FP-1	MITF TRPM1 HTS	CDK5 inh	dFosB activator	V-ATPase pHluor	CAL PDZ FP-2	Rtt109 HAT inh
O=C(COc1ccccc1Cl)Nc1ccc(S(=O)(=O)Nc2ccccn2)cc1	-2	8	-4	-3	8	1.3	-6	-3	-3.9	2
Cc1cccc(C)c1NC(=S)Nc1ccc(F)cc1	0	1	-4	3	-11	-0.9	-5	-3	-0.5	4
CCN(CC)C(=S)Nc1cc(C(=O)OC)ccc1C(=O)OC	.	-3	-2	2	6	1.4	1	-5	-0.6	-16
O=C(CCc1ccccc1)NCc1ccc(F)cc1	0	7	3	2	.	-1.8	-3	-1	-0.6	1
O=C(NNC(=O)c1cccs1)c1ccc(S(=O)(=O)N2CCCCC2)cc1	-1	5	-10	-3	-2	-0.3	4	2	-1.1	5
Cc1ccc(C(=O)Nc2ccc(S(=O)(=O)Nc3ncccn3)cc2)cc1[N+](=O)[O-]	-1	0	32	-2	.	-1.3	-6	5	-0.2	-2
CN1CCN(C(=O)c2cc3nc(-c4ccc(Cl)cc4)cc(C(F)(F)F)n3n2)CC1	-3	-2	1	3	-4	-1.5	-8	1	-1.5	-3
COc1ccc(-c2ccc(-c3cc(=O)oc4cc(OC)c(OC)c(OC)c34)cc2)cc1	0	-8	8	12	27	0.5	-8	-1	3.3	0
CC(C)C(=O)N1CCC2(CC1)Oc1ccc(Cl)cc1C(=O)C21CC(c2ccccc2)=NO1 (stereo unspecified)	-5	0	7	0	-2	-0.6	-13	-8	-0.5	2
COC(=O)Nc1ccc2c(c1)ncn2C1CCCCC1	.	0	-7	2	.	-1.2	7	2	-2.4	.
O=C(O)CSCC(=O)Nc1ccc(C(=O)O)cc1	0	-2	1	2	9	1.0	1	-2	-1.8	3
Fc1ccc(CSc2nnc(Cc3sc(-c4ccccc4)nc3-c3ccccc3)o2)cc1	-5	1	2	0	5	-0.6	2	0	-0.5	-5
CC(=O)NNC(=O)c1[nH]c2ccc(Br)cc2c1-c1ccccc1	1	-1	-5	-5	-9	-0.9	-4	1	-0.9	-2
O=C1CCC(=O)N1CCOP1(=O)COc2ccccc2OC1	2	7	-6	-4	.	-2.6	5	0	-1.2	-1
O=C(NO)c1cc(OCC(F)(F)F)ccc1OCC(F)(F)F	-2	3	0	-2	.	-0.8	4	0	-0.8	3
O=C(O)CCc1cccnc1	-1	-5	0	0	-13	-0.6	-6	-1	-0.1	19
CCOc1ccc(C(=O)N[C@H](C(=O)Nc2ccc(S(=O)(=O)Nc3nccs3)cc2)C(C)C)cc1	-1	-3	1	.	9	2.2	-11	-1	-1.7	1
CCc1ccc2oc(C(=O)N3CCN(c4ccccc4OC)CC3)cc(=O)c2c1	-3	-4	-2	-2	-13	1.0	-1	-1	-2.4	0
